# Compound activity from PubChem.
# PTHR1 ag: activates the human parathyroid hormone receptor PTHR1; Q03431; HEK293 GP2 PTHR1 cells, GloSensor cAMP luminescence, 1 h; Potency, µM (titrated, usually from 115 µM), without a hit: top-dose activation, actives largely listed as activators; 410,000 compounds, 0.075% hits; AID 743266; also: potency is read from the fitted curve at half-maximal effect; nearly all actives have a fitted effect of over 55% in size; some results filed as inactive show a strong effect at the top dose; inactives centre near -15; many of its hits are not listed in these tables
# Target sequence (Q03431 whole entry, looked up): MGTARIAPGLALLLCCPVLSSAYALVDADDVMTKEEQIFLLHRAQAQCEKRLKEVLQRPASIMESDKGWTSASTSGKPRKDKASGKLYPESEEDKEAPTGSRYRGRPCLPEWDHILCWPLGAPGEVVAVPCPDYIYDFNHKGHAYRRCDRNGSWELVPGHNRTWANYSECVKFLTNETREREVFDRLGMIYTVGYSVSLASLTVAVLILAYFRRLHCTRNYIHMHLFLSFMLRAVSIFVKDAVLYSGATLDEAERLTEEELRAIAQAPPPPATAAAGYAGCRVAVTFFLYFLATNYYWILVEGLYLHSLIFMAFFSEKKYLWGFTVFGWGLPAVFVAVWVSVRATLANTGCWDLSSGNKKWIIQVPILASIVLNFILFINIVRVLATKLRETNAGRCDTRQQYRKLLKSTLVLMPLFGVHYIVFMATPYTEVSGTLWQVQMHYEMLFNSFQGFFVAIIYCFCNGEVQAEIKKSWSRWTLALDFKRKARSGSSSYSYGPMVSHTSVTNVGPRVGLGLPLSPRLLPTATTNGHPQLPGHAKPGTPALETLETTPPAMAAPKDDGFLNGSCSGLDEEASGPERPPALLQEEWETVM
#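 HEK-293-derived GP2 cells expressing PTHR1 and a GloSensor cAMP reporter, 3,000/well, plated overnight, given luciferin plus IBMX (each 0.5 mM as added) for 1 h at 37 °C, then compound for 1 h at 37 °C. Luminescence was read after 15 min at room temperature.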
# GLP-1R inv ag: acts as inverse agonist at human GLP-1 receptor; P43220; HEK293 GLP-1R CRE-luciferase, luminescence, 24 h; GLP-1R form is constitutively active; Potency, µM (titrated, usually from 38.3 µM), for inactives: at the top dose activity change, negative = inhibition, hits mostly inhibitors; 410,000 compounds, 1.6% hits; AID 624417; also: potency is read from the fitted curve at half-maximal effect; % is scaled to controls: 0 for no effect and ±100 for the full control effect; nearly all actives have a fitted effect of over 55% in size
# Target sequence (P43220 whole entry, looked up): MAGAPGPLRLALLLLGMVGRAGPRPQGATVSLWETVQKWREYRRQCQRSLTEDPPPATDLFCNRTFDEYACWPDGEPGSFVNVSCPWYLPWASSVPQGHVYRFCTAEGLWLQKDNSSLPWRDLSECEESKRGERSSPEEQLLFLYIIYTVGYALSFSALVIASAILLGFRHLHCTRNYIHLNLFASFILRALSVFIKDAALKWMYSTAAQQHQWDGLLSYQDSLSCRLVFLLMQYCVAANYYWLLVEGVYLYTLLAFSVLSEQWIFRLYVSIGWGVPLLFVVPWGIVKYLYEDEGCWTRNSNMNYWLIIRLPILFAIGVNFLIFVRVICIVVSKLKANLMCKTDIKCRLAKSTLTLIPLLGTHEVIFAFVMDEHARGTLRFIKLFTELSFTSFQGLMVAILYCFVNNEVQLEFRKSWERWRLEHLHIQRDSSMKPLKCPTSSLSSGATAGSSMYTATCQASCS
#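 Readout was luciferase luminescence, measured 12 min after detection reagent at room temperature. Beforehand, GLP-1R reporter HEK293 cells had sat 12 h, then received compounds for 24 hr at 37 deg C.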
# TDP-43 yeast inh: inhibitors of TDP-43 toxicity in yeast. 410,000 compounds, 1.8% hits. TDP-43 expressing yeast growth rescue, BacTiter-Glo, 24 h. Potency, µM (series often up to 46.1 µM), for inactives: at the top dose growth rescue (activation), actives largely listed as activators; also: potency is read from the fitted curve at half-maximal effect; % of control where 0% means no effect; nearly all actives have a fitted effect of over 50% in size
#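 Readout is BacTiter-Glo luminescence of cell growth, so inhibitors register as activators. TDP-43-expressing yeast at OD600=0.02 in galactose medium, after raffinose pregrowth to mid-log, were incubated with compound for 24 hr at 30 deg C.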
# Akt phos inh: blocks phosphorylation of Akt; 360,000 compounds, 0.32% hits; activity change, % for hits at 50 µM; Neuro2A IGF-stimulated pAkt S473 HTRF, 20 min; active compounds read low; in the data active = activity change below about -80%; inconclusive = mostly about -51% to -80%; also: % is scaled to controls: 0 for no effect and ±100 for the full control effect
#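 Neuro2A cells (4,500/well, DMEM with 0.5% FBS) were treated with compound at a single 50 µM final concentration, stimulated with 6 nM IGF for 20 min at 37 °C, and lysed. Phospho-Akt Ser473 was read by HTRF as 665/615 ratio ×10^4.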
# GLP-1R agonist: GLP-1 receptor (human) agonism | P43220 | HEK293 GLP-1R CRE-luciferase, luminescence, 4-6 h; cells express a hypersensitive GLP-1R form | Potency, µM (series often up to 45.6 µM), for inactives: at the highest dose activation, most hits filed as activators | 380,000 compounds, 0.007% hits | AID 624172; also: potency is read from the fitted curve at half-maximal effect; % of control where 0% means no effect
# D3 antag: antagonists of human D3 dopamine receptor; P35462; D3R cells, DiscoveRx beta-arrestin luminescence, antagonist mode; active compounds read low; max response, negative = inhibition, %; 360,000 compounds, 2.5% hits; AID 652054; in the data active = max response below about -50%; inconclusive = no clear call, values can overlap the other calls; also: % is scaled to controls: 0 for no effect and ±100 for the full control effect; mostly tested at two doses, the higher about 12 µM
#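 Cells expressing the human receptor were seeded at 1500 cells/well, incubated overnight at 37 degrees C in 5% CO2, then exposed to library compounds with dopamine controls for 90 minutes at 37 degrees C before luminescent detection.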
# Abeta yeast res: compounds reversing amyloid beta toxicity in yeast; yeast expressing A-beta42, growth rescue, OD600, 48 h; response scale: 0% DMSO, 100% iron-clioquinol control; Potency, µM (doses to about 46.1 µM), without a hit: at the top dose growth rescue, usual class: activators; 410,000 compounds, 0.063% hits; also: potency is read from the fitted curve at half-maximal effect; nearly all actives have a fitted effect of over 55% in size
#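 Yeast A-beta toxicity model in growth medium with pinned compounds, 48 h at 30 C; growth read as absorbance at 600 nm. Normalized to FeCl3/clioquinol equimolar mix (positive) and DMSO (negative).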
# FUS suppressor: suppressors of FUS proteinopathy in yeast | S. cerevisiae FUS-expressing, growth rescue, OD600, 24 h | Potency, µM (titrated, usually from 76.6 µM), without a hit: at the top dose growth rescue (activation), actives largely listed as activators | AID 1347120 | 390,000 compounds, 0.24% hits;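 also: potency is read from the fitted curve at half-maximal effect; plate controls were DMSO vehicle for no effect and reference control for full effect; nearly all actives have a fitted effect of over 55% in size; some results filed as inactive show a strong effect at the top dose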
#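 Absorbance at 600 nm, taken 24hr after compound addition, measured rescue of FUS-yeast growth at 30C. Induction used 2% galactose with seeding at OD 0.005. Controls: CP55940 from 92uM final, DMSO only.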
# aSyn yeast inh: inhibitors of alpha-synuclein toxicity in yeast; Yeast expressing alpha-synuclein, growth rescue, BacTiter-Glo, 24 h; Potency, µM (series often up to 46.1 µM), without a hit: at the highest dose growth rescue (activation), hits mostly activators; 370,000 compounds, 0.14% hits; also: potency is read from the fitted curve at half-maximal effect; % of control where 0% means no effect; nearly all actives have a fitted effect of over 65% in size
#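 Screening used galactose-induced yeast with toxic alpha-synuclein levels, exposed to compound for 24 hr at 30 deg C. Cell growth, read with BacTiter-Glo luminescence, gave the measured signal.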
# Active calls of the source: *; i = inactive; u = inconclusive; x = no result given; & = joins results of further samples; ! = not confirmed by another sample; [ ] = dose if it differs, or a comment. Unless noted, calls follow the shape of the dose curve; as a rule, active = well fitted curve in the direction sought with a large enough effect; inconclusive = small, poorly fitted or top-dose-only effect, or another doubt; inactive = no such curve, though single readings can be large; an effect the other way counts as inactive or inconclusive. The list is partial; the hit share may differ from the screen's.
SMILES,PTHR1 ag,GLP-1R inv ag,TDP-43 yeast inh,Akt phos inh,GLP-1R agonist,D3 antag,Abeta yeast res,FUS suppressor,aSyn yeast inh
CCc1ccc(-c2nn(Cc3ccccc3)cc2C(=O)NCC2CCCO2)cc1 (stereo unspecified),-3%,u,u,i,13%,-6,13%,34%,-1%
COc1ccc(CC(=O)O/N=C(\N)c2ccccn2)cc1OC,-3%,73%[activator],3%,i,3%,-8,-8%,11%,-3%
Clc1ccc(N2CCN(/N=C/c3cccnc3)CC2)cc1,-6%,-13%,22%,i,4%,-6,10%,-17%,0%
Cc1ccc(-c2nc3ccc(Br)cn3c2Cc2cccc(F)c2)cc1,-95%[inhibitor],u,17%,i,7%,5,-3%,u,6%
O=C(NCc1ccco1)c1ccc(C(=O)NCc2ccco2)s1,i,18%,-8%,i,2%,-12,10%,8%,-5%
NC(=O)c1nc(-c2ccco2)nc2c1[nH]c(=O)n2-c1ccc(Cl)c(Cl)c1,i,4%,-10%,i,1%,-5,-6%,9%,-9%
N/C(=N\OC(=O)CC1CCCCC1)c1ccc(Cl)cc1,-4%,-4%,u,i,0%,-5,-14%,1%,-21%
COc1cc(C(=O)Nc2nnc(C3CC3)s2)ccc1OCc1c(C)noc1C,-30%[inhibitor],24%,4%,i,1%,-3,2%,17%,-18%
CC(=O)N1CCN(c2ccc(NC(=O)c3ccc([N+](=O)[O-])cc3)cc2)CC1,-6%,37%,-16%,i,7%,3,-7%,19%,-1%
Cc1ccccc1OCC(=O)N(CC(C)C)c1c(N)n(CC(C)C)c(=O)[nH]c1=O,i,-2%,-19%,i,5%,41,-10%,20%,-11%
C=CCn1c(=NC(=O)c2cc(Cl)sc2Cl)sc2cc(S(N)(=O)=O)ccc21,i,29%,-18%,i,-5%,-22,3%,x,-4%
COc1ccc(C2=CSC3=NCCN23)cc1Cl,i,-11%,x,i,15%,14,-5%,21%,-8%
Cc1cccc(CCNC(=O)CCS(=O)(=O)c2ccc(Br)cc2)c1,-3%,-4%,-8%,i,-2%,-9,-4%,-21%,-3%
CCN(CC)C(=O)c1ccc(Nc2nnc(C)c3ccccc23)cc1,16%[57.5 µM],-1%,-32%[inhibitor],i,14%,u,-6%,-3%,-14%
Cc1ccc(SCCC(=O)OC(C)C(=O)Nc2ccccc2)cc1 (stereo unspecified),7%,4%,-6%,i,5%,-20,-11%,7%,-2%
Cc1cc(C)n2nc(SCC(=O)NC(=O)c3ccccc3Cl)nc2n1,-20%,0%,-3%,i,-6%,-14,-11%,x,-4%
CCOc1cc(C(=O)N/N=C\c2cn(CC)nc2C)cc(OCC)c1OCC,i,u,-8%,i,22%,-11,1%,17%,-2%
CCCNc1nc(-c2ccccc2)c(C(=O)OCC)cc1C#N,u,u,9%,i,21%,-16,7%,u,-2%
COc1cccc(CNc2ccc3c(c2)CCC3)c1,-20%,60%[activator],-17%,i,0%,-16,-11%,-10%,-1%
Cn1c(=O)c2cc(NC(=O)NCc3ccc(F)cc3)ccc2n1Cc1cccc(C(F)(F)F)c1,-43%[inhibitor],u,u,i,-1%,29,0%,-6%,8%
O=[N+]([O-])c1ccc2nc(SCc3cn4cccnc4n3)[nH]c2c1,i,57%[activator],15%,i,-2%,0,-7%,-16%,1%
COC(=O)c1ccc2c(c1)N(CC(=O)Nc1cccc(C(F)(F)F)c1)C(=O)c1ccccc1S2,i,0%,20%,x,0%,x,-11%,-14%,-2%
C/C=C/c1cnc2c(c1)C(=O)N([C@H](C)CO)C[C@@H](C)[C@@H](CN(C)C(=O)NC1CCCC1)O2,-7%,7%,14%,i,-4%,-4,-13%,0%,-6%
CNC(=O)c1sc(-c2ccc(Cl)cc2)nc1C,i,57%[activator],u,i,5%,u,-6%,-2%,9%
COc1ccc(-c2nc3ccccc3s2)cc1O,-12%[57.5 µM],u,-9%,i,-16%,8,-41%[inhibitor],-6%,-9%
Cc1cccc(-c2ccc3c(c2)C2CC3CCN2C)c1 (stereo unspecified),-9%,-27%,11%,i,4%,1,6%,-27%,4%
COc1cc(OC)cc(C(=O)Nc2ccc(S(=O)(=O)Nc3ccccn3)cc2)c1,i,18%,-3%,i,7%,-6,-2%,15%,1%
Cc1nc(NCCCN2CCOCC2)c2cnn(-c3ccccc3)c2n1,i,u,-14%,i,23%,-51*,2%,6%,-5%
CCCn1nc(C(=O)Nc2cc(OCC)c(N3CCOCC3)cc2OCC)c2ccccc2c1=O,-3%,25%,14%,i,10%,29,23%,-5%,1%
CN(C)Cc1ccccc1Sc1ccc(O)cc1O,i,u,-6%,i,1%,-11,-2%,15%,1%
O=C(CCCOc1ccc(Cl)cc1Cl)N1CCCc2ccccc21,-15%[57.5 µM],u,10%,i,16%,17,4%,44%,0%
Nc1cc(S(=O)(=O)N2CCOCC2)ccc1Oc1ccc(F)cc1,-50%[inhibitor],9%,0%,i,6%,22,-2%,4%,1%
O=C(Cn1nnc2ccccc2c1=O)Nc1ccc(S(=O)(=O)N2CCOCC2)cc1,-4%,14%,20%,i,1%,-16,-11%,24%,-6%
NC(=O)C1CCN(C(=O)c2cc(S(=O)(=O)N3CCN(c4ccccc4)CC3)ccc2Cl)CC1,-4%,-15%,3%,i,8%,4,8%,20%,-2%
CCc1nn2c(N)c(/C=C3\C=Nc4ccccc43)c(=O)nc2s1,-4%,2%&2%,-15%&-3%,i,3%&6%,-50*!,-15%&5%,12%&11%,-3%&1%
COc1cc(SC)ccc1C(=O)Nc1nc(C)cc(C)n1,u,14%,-2%,i,9%,-16,16%,11%,-10%
O=C(NNC1CC(=O)N(c2ccccc2)C1=O)c1ccco1 (stereo unspecified),i,-2%,-17%,i,9%,-1,8%,-11%,-3%
CCN1CCN(C(=S)Nc2ccc3nc4n(c(=O)c3c2)CCCCC4)CC1,i,-19%,12%,i,-4%,10,-36%[inhibitor],-1%,1%
Cc1ccc(OCC(=O)NC2=NCCS2)cc1,i,u,-48%[inhibitor],i,-25%,-24,-15%,u,-8%
COC(=O)[C@@]1(Sc2ccc(C)cc2)CC(=O)N[C@@H]1c1ccccc1,-34%[inhibitor],1%,25%,i,6%,4,0%,17%,-4%
O=C(CN1CCN(Cc2ccc3c(c2)OCO3)CC1)Nc1ccc2c(c1)OCCO2,i,-14%,24%,i,3%,0,12%,x,-5%
O=C(Cn1cnc2ccccc2c1=O)NCCC(=O)Nc1ccccc1C(F)(F)F,i,8%,5%,i,-2%,-16,-2%,-3%,1%
Cc1cccc(NC(=O)CSc2nc3sc(C)cc3c(=O)n2C)c1,-4%,u,-10%,i,12%,-2,-1%,5%,-8%
CSCC[C@@H](Nc1nc(-c2ccccc2)nc2c1oc1ccccc12)C(=O)O,0%[57.5 µM],-6%,-16%,i,23%,-5,-16%,43%,-3%
Cc1ccc2c(CC(=O)N3CCN(S(=O)(=O)c4ccccc4)CC3)coc2c1,i,-27%,u,i,-5%,6,7%,26%,2%
CSCCC(N=C1NS(=O)(=O)c2ccccc21)C(=O)NCc1ccccc1F (stereo unspecified),i,-1%,-1%,i,-10%,8,6%,23%,-2%
CCOc1ccc(/C=N/NC(=O)CCC(=O)Nc2ccc(F)cc2)cc1,i,-30%,-29%,i,8%,-11,-19%,11%,-5%
Cc1ccc(S(=O)(=O)NCC2CCCO2)cc1[N+](=O)[O-] (stereo unspecified),-14%,13%,-6%,i,-2%,-19,u,x,-7%
COC(=O)C(=O)C1CCc2c(Cl)cc(OC)c(OC)c2C1=O (stereo unspecified),i,5%,0%,i,-1%,-7,-24%,x,-2%
O=C(NCc1ccco1)c1ccc(Cn2c(SCc3ccccc3F)nc3cccnc32)cc1,-42%[inhibitor],-3%,12%,x,x,x,4%,24%,x
# The list continues:
SMILES,PTHR1 ag,GLP-1R inv ag,TDP-43 yeast inh,Akt phos inh,GLP-1R agonist,D3 antag,Abeta yeast res,FUS suppressor,aSyn yeast inh
Nc1nc2nccc(-c3ccc(Cl)cc3)n2n1,i,15%,-55%[inhibitor],i,10%,17,-80%[inhibitor],4%,-32%[inhibitor]
Cc1noc(C)c1S(=O)(=O)N1CCCC(C(=O)NCCc2ccc(Cl)cc2)C1 (stereo unspecified),-17%[57.5 µM],-29%,-22%,i,-3%,-72*,15%,-2%,-1%
CCOC(=O)c1c(NC(=O)c2ccc(S(=O)(=O)N3CCCC(C)C3)cc2)sc2c1CC(C)(C)NC2(C)C (stereo unspecified),-2%,u,10%,x,2%,x,-5%,u,26%
COc1ccc(N2CCN(C(c3cccs3)C(C)NC(=O)c3ccc4c(c3)OCO4)CC2)cc1 (stereo unspecified),-26%,-20%,14%,i,1%,7,6%,-13%,7%
CC(=O)Nc1ccc(S(=O)(=O)N[C@@H](C)C(=O)OCC(=O)Nc2ccc3c(c2)OCCO3)cc1,i,3%,12%,i,1%,0,2%,19%,-2%[1.84 µM]
Cc1ccc(-c2nc3cc(NC(=O)Cc4ccc(Cl)cc4)ccc3o2)cc1,-19%,14%,14%,x,x,x,-12%,-4%,x
C=CCNC(=O)C(=O)c1cccn1-c1ccsc1C(=O)OC,i,0%,-3%,i,-8%,23,33%,3%,9%
CC(C)(C)OC(=O)N[C@H](C(=O)OC(C)(C)C)c1ccc2c(c1)OCO2,i,u,-7%,i,-9%,2,26%,3%,13%
COC(=O)CNC(=S)NC(=O)c1ccc(C(C)(C)C)cc1,i,-28%,20%,i,7%,-7,-54%[inhibitor],6%,-2%
